Source: PubChem
TbMetRS inhib = Trypanosoma brucei MetRS inhibition | purified T. brucei MetRS, ATP depletion, Kinase-Glo luminescence | inhibition, % at 11.9 µM | 0.4% of 360,000 active | AID 624268;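 active = inhibition above a per-plate cutoff of the control wells' mean inhibition plus 3 SD, cut at about 5.5% in these data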;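 also: 0% = DMSO wells median and 100% = median of wells with control inhibitor compound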
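Material: T. brucei methionyl-tRNA synthetase, purified; reagent: substrates ATP, L-methionine and bulk Escherichia coli tRNA; dosing: 11.9 µM single point; timing: 15 min plus 2 h at 25 °C; detection: luminescence of leftover ATP; evaluation: % inhibition; control set: DMSO-only wells as low control; replicates: singlicate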
SUMO1 PPI mod = alters human SUMO1 binding to SIM partners. P63165. SUMO1 binding to a labelled peptide, TR-FRET, 1 h. inhibition, % at 20 µM. 0.33% of 360,000 active. AID 602429; in the data active = inhibition above about 37%
LMPTP block = blocks human LMPTP phosphatase | recombinant LMPTP-A, OMFP fluorogenic substrate, fluorescence intensity | inhibition, % at 20 µM | 0.22% of 360,000 active | AID 651560;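 active = compounds that cut the enzyme signal by at least half of the control window in the single-dose screen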;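 also: plate controls were DMSO wells with enzyme plus substrate for no effect and substrate without enzyme for full effect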
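Material: LMPTP-A; amount: 0.625 nM enzyme; doses: single 20 µM dose; times: reaction 50 min, room temperature, dark; technique: fluorescence intensity of OMFP turnover product; benchmarks: no-enzyme and uninhibited controls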
DNMT1 inh = blocks human DNA methyltransferase DNMT1 | DNMT1 molecular beacon, Hinp1I cleavage, fluorescence | P26358 | inhibition (reported as % activation of signal), % at 10 µM | 0.83% of 360,000 active; in the data active = inhibition above about 50%
Target sequence (P26358 504-1616 limits assumed): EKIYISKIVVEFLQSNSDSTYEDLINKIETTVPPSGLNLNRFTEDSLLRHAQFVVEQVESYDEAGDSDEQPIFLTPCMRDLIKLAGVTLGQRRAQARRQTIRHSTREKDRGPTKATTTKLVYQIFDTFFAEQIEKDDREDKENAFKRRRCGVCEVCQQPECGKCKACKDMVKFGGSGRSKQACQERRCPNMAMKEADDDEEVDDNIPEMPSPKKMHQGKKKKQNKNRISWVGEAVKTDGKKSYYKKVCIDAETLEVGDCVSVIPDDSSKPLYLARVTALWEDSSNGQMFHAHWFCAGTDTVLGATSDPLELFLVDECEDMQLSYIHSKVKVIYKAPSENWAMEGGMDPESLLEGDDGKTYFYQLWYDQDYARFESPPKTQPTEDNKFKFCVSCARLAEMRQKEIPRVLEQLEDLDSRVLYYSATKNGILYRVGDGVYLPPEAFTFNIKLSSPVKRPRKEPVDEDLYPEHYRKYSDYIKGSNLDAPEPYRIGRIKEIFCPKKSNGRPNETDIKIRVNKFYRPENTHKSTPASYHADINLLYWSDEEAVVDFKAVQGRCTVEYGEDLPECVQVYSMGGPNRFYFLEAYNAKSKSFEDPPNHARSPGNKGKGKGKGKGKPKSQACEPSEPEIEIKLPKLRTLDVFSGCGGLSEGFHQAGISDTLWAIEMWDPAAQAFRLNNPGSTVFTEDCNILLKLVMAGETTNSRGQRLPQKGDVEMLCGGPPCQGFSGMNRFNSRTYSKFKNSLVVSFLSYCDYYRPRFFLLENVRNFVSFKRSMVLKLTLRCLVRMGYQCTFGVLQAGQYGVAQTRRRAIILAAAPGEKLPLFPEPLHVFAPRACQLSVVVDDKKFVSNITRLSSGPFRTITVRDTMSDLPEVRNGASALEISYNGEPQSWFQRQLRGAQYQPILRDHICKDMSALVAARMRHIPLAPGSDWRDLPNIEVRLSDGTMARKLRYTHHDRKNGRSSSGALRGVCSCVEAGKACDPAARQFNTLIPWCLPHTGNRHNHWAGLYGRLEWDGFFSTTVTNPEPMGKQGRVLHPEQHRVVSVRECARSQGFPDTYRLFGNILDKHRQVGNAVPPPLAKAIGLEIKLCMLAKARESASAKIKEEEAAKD
Neddyl block = inhibitors of human cullin neddylation; P61081+Q13564; calls only at 25 µM; TR-FRET cullin neddylation, biochemical; 0.58% of 360,000 active; in the data active = inhibition above about 36%
NadD inh = inhibitors of Staphylococcus aureus NadD. purified NadD enzyme, colorimetric absorbance read-out. inhibition, % at 20 µM. 0.78% of 360,000 active; in the data active = inhibition above about 26%; also: some compounds past the cut are filed as inactive
STEP inh = STEP (human) phosphatase inhibition. inhibition, % at 20 µM. 0.25% of 360,000 active. recombinant STEP, OMFP fluorogenic substrate, fluorescence. P54829;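 active = inhibition at 20 µM, scaled per plate between control wells, above about 37%, limit read from the data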;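 also: 0% = DMSO with enzyme and substrate and 100% = substrate only without enzyme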
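System: isolated STEP enzyme; schedule: 20 min enzyme reaction at room temperature, protected from light; medium: Bis-Tris buffer pH 6.0, 2.5 mM DTT, 0.005% Tween 20; signal: fluorescence, 480/540 nm; dosing: single compound dose of 20 µM, 1% DMSO final; also added: OMFP substrate, 25 µM final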
SKN-1 block = C. elegans SKN-1 inhibition. C. elegans VP596 Pgst-4::GFP/RFP ratio, acrylamide-induced, 24 h. inhibition, % at 21.8 µM. 0.49% of 360,000 active;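 active = interference check ratio from 0.5 to 1.5 plus GFP to RFP signal ratio inhibition reaching or exceeding a fixed threshold, cut at about 30% in these data, passing the limit was not always enough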; also: some compounds called inactive have numbers as strong as hits
Scp1 inh = inhibitors of human Scp-1 phosphatase; Q9GZU7; Recombinant Scp1, phosphopeptide, malachite green phosphate absorbance; inhibition, % at 20 µM; 0.88% of 340,000 active;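 active = inhibition above about 50% at 20 µM, limit read from the data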;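 also: plate controls were DMSO wells with enzyme for no effect and wells lacking enzyme for full effect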
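Assay system: SCP-1 catalytic fragment, aa 76-261 | Buffer or medium: Tris acetate buffer pH 5.5 with MgCl2 and Tween-20 | Compound: One concentration, 20 µM, with 1.0% DMSO | Also added: Phospho 17-mer peptide substrate | Signal: Absorbance at 630 nm | Incubation: 45 min enzyme reaction at room temperature | Measure: % inhibition of SCP-1 phosphate liberation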
CendR NRP1 mod = NRP-1/CendR interaction modulation; O14786; FAM-RPARPAR peptide binding to NRP-1, fluorescence polarization; inhibition, % at 25 µM; 0.85% of 360,000 active;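 active = inhibition or corrected inhibition above about 18%, plus a signal ratio from 0.5 to 1.5, limit read from the data, passing the limit was not always enough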; also: strong numbers were not always called active
Active calls of the source: *; i = inactive; . = no result given.

SMILES | TbMetRS inhib | SUMO1 PPI mod | LMPTP block | DNMT1 inh | Neddyl block | NadD inh | STEP inh | SKN-1 block | Scp1 inh | CendR NRP1 mod
Cc1cc(/C=C2\C(=N)N3N=C(CC(=O)N4CCOCC4)SC3=NC2=O)c(C)n1-c1ccccc1 | 0.0 | -11 | 0.7 | 0 | i | 22 | 0 | 10 | 0 | -24
CC(C)[C@H]1C=C(C(=O)O)O[C@@H](OCCCCO)C1 | -0.3 | 6 | -1.2 | 0 | i | -2 | 3 | -16 | -6 | 26*
COc1ccc(F)cc1S(=O)(=O)n1nc(C)cc1C | 1.2 | 5 | -1.2 | -1 | i | -3 | -1 | -12 | -10 | 2
Cc1ccc(CS(=O)(=O)Cc2ccc(C(=O)NCc3cccs3)o2)cc1 | -0.5 | 0 | 0.3 | 2 | i | -9 | -2 | -6 | -11 | -8
O=C(Nc1ccc(C(F)(F)F)cc1)c1ccc2nc[nH]c2c1 | 0.0 | 3 | 0.1 | 5 | i | -1 | 1 | 6 | 1 | 2
CCCC(C(=O)NCc1ccco1)N(Cc1ccco1)C(=O)CNS(=O)(=O)c1ccccc1 (centres undefined) | 0.1 | 11 | -0.6 | 2 | i | -7 | -3 | 10 | -9 | 5
O=S(=O)(c1cnc[nH]1)N1CCN(C(c2ccc(F)cc2)c2ccc(F)cc2)CC1 | -0.1 | -2 | 1.0 | 2 | i | -4 | 1 | 10 | -5 | 11
Cc1cc(C(=O)N/N=C/c2ccc(-c3cccc(Cl)c3)o2)n[nH]1 | 0.4 | 2 | -1.8 | 32 | . | 11 | 4 | 32 | -4 | 8
COc1cccc(OCCNS(=O)(=O)c2ccccc2[N+](=O)[O-])c1 | -0.1 | -22 | -0.3 | 4 | i | -8 | 1 | 18 | -10 | 8
CCOc1ccc2cc(C#N)c(SCC(=O)OC)nc2c1 | -1.1 | -13 | -0.5 | 13 | i | 2 | 0 | 26 | -7 | 6
O=C(NCc1ccco1)c1ccc2c(c1)C(=O)c1ccccc1-2 | -0.1 | 0 | 1.3 | 2 | i | 4 | 0 | 3 | 3 | -22
O=C(CCCOc1ccc(Cl)cc1Cl)N/N=C/c1ccccc1 | 12* | 2 | 2.0 | -1 | i | -20 | -8 | 8 | -2 | -6
CC(=O)c1ccc(N2CCN(C(=O)CCCn3c(=O)[nH]c4ccccc4c3=O)CC2)cc1 | 23* | 1 | 0.4 | 0 | i | -5 | 9 | 0 | -3 | -8
O=C(CSc1n[nH]c(-c2ccccc2)n1)NCc1cccc(C(=O)O)c1 | 0.1 | 3 | 1.3 | 10 | i | 5 | 1 | -4 | -6 | 8
O=C(Nc1cccc(NC(=O)c2ccc3c(c2)OCO3)c1)c1ccccc1 | -0.9 | 0 | -0.9 | -1 | i | -6 | 1 | 1 | -1 | -8
Cc1ccc(C(C(=O)NC2CCCCC2)N(C(=O)Cc2c[nH]c3ccccc23)c2ccccc2C)o1 (centres undefined) | -0.1 | 2 | -0.6 | 21 | i | 9 | -2 | 3 | -10 | -7
Oc1cccc2c(NC(=S)Nc3ccc(OC(F)F)cc3)cccc12 | 0.8 | 4 | 5.6 | -39 | i | 2 | 3 | 4 | -7 | 15
COc1ccc(CC(=O)Nc2cccc(S(=O)(=O)N3CCOCC3)c2)cc1OC | 0.2 | -4 | -0.9 | -1 | i | 1 | 1 | 19 | 3 | 17
CC(C)Nc1nc(NC(C)C)nc(OCCOC(=O)Nc2ccccc2)n1 | -0.4 | -2 | 0.2 | 0 | i | -8 | -2 | -9 | -8 | 9
COc1ccc(C(=O)Nc2ccc(N3CCCC3)cc2)cc1OC | -1.6 | 2 | 4.9 | -16 | i | 15 | 4 | 5 | -7 | -3
CN(C)c1ccc(-c2ccnc3c2CC(C)(C(=O)NCc2cccc(Cl)c2)O3)cc1 (centres undefined) | -0.3 | -3 | 3.6 | -16 | . | -5 | 0 | 14 | . | -2
N#Cc1cn(CC(=O)N2CCCc3ccccc32)c2ccccc12 | -0.1 | 3 | 2.4 | -2 | i | -3 | -1 | 6 | -2 | -8
N#Cc1ccccc1N/C=C/C(=O)c1ccc(Cl)cc1 | -0.5 | -19 | 0.6 | 1 | i | -2 | 3 | 14 | -14 | -23
CCNc1nc(OC)nc(Oc2ccc(C(=O)OC)cc2)n1 | -0.5 | 1 | -0.1 | 2 | i | 1 | 1 | 7 | 14 | 0
Cc1ccc(C(=O)NNC(=O)c2ccccc2OCc2c(C)noc2C)cc1 | -0.1 | -3 | -1.0 | 0 | i | 1 | 1 | 4 | -6 | 7
COCCN(C(=O)c1cccc(OC)c1)c1nnc(-c2ccncc2)s1 | -0.4 | 2 | -0.3 | 2 | i | -1 | 2 | -14 | -5 | -8
Cc1ccc(S(=O)(=O)N2CCN(Cc3ccccc3)CC2)c(C)c1N(C)S(=O)(=O)c1ccccc1 | -0.2 | -1 | 1.1 | -6 | i | 2 | 1 | -16 | 1 | 12
CC(C)CCNC(=O)C12CN(Cc3ccccc3)CC1C(c1cccc([N+](=O)[O-])c1)=NO2 (centres undefined) | -0.2 | -22 | 2.2 | -10 | i | -4 | -2 | 10 | -4 | 3
O=c1[nH]c2c(s1)C(c1ccco1)C1C3CCC(C3)C1S2 (centres undefined) | -0.2 | 2 | 2.0 | -2 | i | 3 | 2 | -12 | -10 | -37
Cc1c(-c2ccccc2Br)nc2ccccc2c1C(=O)O | 0.2 | 5 | -0.1 | 7 | i | 3 | 4 | -22 | -5 | 10
CSc1nc(N)nc(SCCS(=O)(=O)c2ccc(Cl)cc2)c1C#N | 0.0 | 5 | 3.6 | -7 | i | -1 | 2 | 15 | -20 | -7
Cc1ccc(NC(=O)CCNC(=O)Cn2ccc3ccccc3c2=O)cc1F | -0.7 | -1 | 0.2 | -1 | i | 0 | 0 | 4 | 4 | -4
Cc1sc2ncnc(N3CCN(S(=O)(=O)c4ccc(Br)cc4)CC3)c2c1C | -0.3 | 1 | 6.8 | -1 | i | 12 | 1 | 11 | 6 | 2
COc1cccc(CC(=O)Nc2cc(S(=O)(=O)N3CCOCC3)ccc2N2CCOCC2)c1 | -0.3 | 1 | 0.5 | -2 | i | 4 | -2 | 2 | -6 | -4
O=C(Nc1ccccc1C(=O)Nc1ccc(Cl)cc1)c1cccnc1 | -0.6 | -3 | -0.5 | 1 | i | -6 | -3 | 2 | -10 | -8
CC(=O)NC(NC(=S)Nc1ccc(C)cc1C)C(Cl)(Cl)Cl (centres undefined) | -0.3 | 6 | 0.4 | 1 | i | -7 | -1 | 1 | -4 | -13
CN1CCN(C(=O)C2CCN(c3ncnc4c3nc3n4CCCCC3)CC2)CC1 | -0.3 | 4 | -0.5 | 0 | i | 13 | 2 | 7 | 3 | 6
CC1=C(C(=O)N2CCCCCC2)CC(CC(=O)NCCCN(C)C)C(=O)N1Cc1ccc(F)cc1 (centres undefined) | -0.6 | 6 | -4.8 | . | i | -5 | . | 2 | . | 7
CCCCN1C(=O)C(=O)N(CC(=O)N2N=C3/C(=C/c4ccco4)CCCC3C2c2ccco2)C1=O (centres undefined) | -0.4 | -5 | -0.5 | 0 | i | 3 | -1 | 10 | -8 | -3
CCCCOc1ccc(/C=N/NC(=O)c2nnn(-c3nonc3N)c2C)cc1 | 0.4 | -4 | 3.1 | -4 | i | 11 | 2 | 10 | -9 | 0
CCOc1ccccc1C(=O)Nc1nnc(Cc2ccc(OC)c(OC)c2)s1 | -0.5 | 1 | 1.6 | 1 | i | 0 | 0 | -13 | 8 | 4
CC(=O)c1c(C)[nH]c(C(=O)CN2C(=O)NC3(CCCCC3)C2=O)c1C | -0.5 | -4 | -1.1 | 5 | i | -1 | -1 | -5 | -7 | 10
Cc1cc(OCC(O)CN(C)C(=O)C(C)Oc2ccccc2)ccc1Cl (centres undefined) | 0.3 | 0 | -0.7 | -2 | i | -11 | 0 | -5 | -5 | 1
COc1ccc(CN2C(=O)c3cccnc3C2=O)cc1S(=O)(=O)NCc1ccc(C)o1 | 0.2 | -33 | -0.8 | 3 | i | -1 | -4 | 4 | -11 | 10
CC(C)(C)c1cc(/C=N/O)cc(C(C)(C)C)c1O | -0.2 | -1 | 1.4 | 1 | i | -4 | -3 | 2 | -8 | -4
CCc1cc2c(=O)c(-c3nc(C)cs3)coc2cc1O | -0.3 | 2 | 1.4 | 0 | i | 1 | 0 | -3 | -4 | 10
CCCN(CC(=O)Nc1cc(Cl)ccc1Cl)C(=O)c1ccccn1 | -0.2 | 2 | 0.3 | -2 | i | 1 | -2 | 15 | 0 | -9
Cc1cc(NS(=O)(=O)c2ccc(NC(=O)c3ccccc3F)cc2)no1 | -0.5 | 1 | -0.6 | 0 | i | -10 | -2 | 8 | 2 | -3
CC1CC(=O)Nc2ccccc2N1C(=O)Cn1cnc2ccc(Br)cc2c1=O (centres undefined) | -0.1 | -3 | -0.1 | -6 | i | -1 | 2 | 4 | 4 | 13
O=C(Nc1ccc(Cl)cc1)c1ccc(OCC2CCCO2)cc1 (centres undefined) | -0.4 | 1 | 0.7 | -1 | i | -2 | 2 | 7 | -11 | 12
Cc1ccc(OCC(=O)OCC(=O)NC2CCCC2)cc1C | -0.2 | 3 | -0.2 | 5 | i | -7 | 0 | 3 | -6 | -4
Cn1cc(C(=O)c2cccc(Cl)c2Cl)cc1C#N | -1.3 | -5 | 0.2 | 7 | i | -6 | -1 | -3 | 0 | 3
CC(=O)NC(Cc1ccccc1)C(=O)NC1CCN(C(=O)NCc2ccccc2)CC1 (centres undefined) | 0.3 | -2 | -0.7 | 0 | i | -2 | -2 | -6 | -5 | 0
CCC[C@@H](CN1CCC[C@H]1CN1C(N)=NC[C@@H]1Cc1ccccc1)N1C[C@@H]([C@H](C)CC)N(CCc2ccc(Cl)c(Cl)c2)C1=N | -0.3 | -68 | 17 | 14 | i | 6 | 4 | -12 | 10 | -4
